# Screens (PubChem)
# MEX-5 binding – C. elegans MEX-5 TCR-2 RNA binding activity; Q9XUB2; MEX-5/FITC-TCR2 RNA binding, fluorescence polarization; stronger effect = lower value; activity score (negative = inhibition of binding), % at 10 µM; 300,000 tested, 0.38% active;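 active = inhibition past about -25% in most replicates, and total fluorescence under double the plate's negative control median, limit read from the data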;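 note: 0% = DMSO and -100% = 5 µM competing unlabeled TCR2 RNA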
# PME-1 inh – blocks human protein phosphatase methylesterase 1; Q9Y570; recombinant PME-1, FP-Rh probe fluorescence polarization; inhibition, % at 5.9 µM; 320,000 tested, 0.53% active; AID 2130;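 active = inhibition above the campaign mean of all compounds plus 3 SD, cut at about 26% in these data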;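 note: competitive labeling of PME-1 active site by serine hydrolase directed probe; 0% = PME-1 with DMSO and 100% = wells lacking PME-1 enzyme; inhibitors block probe labeling so polarization falls and inhibition rises; many of its hits are not listed in these tables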
# TPT1 inh – C. albicans TPT1 enzyme inhibition. recombinant caTPT1, FP RNA substrate dephosphorylation. inhibition, % at 5 µM. 300,000 tested, 0.81% active;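 active = inhibition above the mean of all tested compounds plus 3 SD, set per screening campaign, cut at about 24% in these data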;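 note: plate controls were DMSO alone for no effect and ferristatin control at 100 nM for full effect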
# MCL1-BIM inh – disrupts human MCL1 binding to BIM-BH3 peptide | GST-MCL1 / FITC-Bim-BH3 fluorescence polarization | inhibition, % at 10.9 µM | 320,000 tested, 0.68% active | AID 2057 | Q07820;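 active = inhibition above the mean inhibition of all tested compounds plus 3 SD, set per campaign, cut at about 40% in these data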;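 note: 0% = DMSO wells and 100% = unlabeled Bim-BH3 peptide control; higher means more loss of mP so more displacement of Bim peptide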
# Target sequence (Q07820 whole entry, looked up): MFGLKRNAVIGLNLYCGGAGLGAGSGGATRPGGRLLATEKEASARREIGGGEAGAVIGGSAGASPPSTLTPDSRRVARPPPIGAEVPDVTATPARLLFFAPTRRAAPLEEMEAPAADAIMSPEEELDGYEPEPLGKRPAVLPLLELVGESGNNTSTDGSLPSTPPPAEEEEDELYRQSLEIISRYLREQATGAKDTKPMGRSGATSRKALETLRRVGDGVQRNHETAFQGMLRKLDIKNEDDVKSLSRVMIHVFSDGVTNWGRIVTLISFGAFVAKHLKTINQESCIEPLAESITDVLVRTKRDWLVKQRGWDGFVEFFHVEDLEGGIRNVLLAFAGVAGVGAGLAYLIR
# BCLXL inh – Bcl-xL (human) inhibition; inhibition, % at 10.9 µM; 320,000 tested, 0.7% active; GST-Bcl-xL / FITC-Bim BH3 peptide fluorescence polarization;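 active = inhibition above the mean of all tested compounds plus 3 SD, cutoff set per campaign, cut at about 30% in these data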;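 note: 0% = DMSO wells and 100% = unlabeled Bim-BH3 peptide competitor; inhibitors lower millipolarization by displacing the labeled peptide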
# Target sequence (Q07817 whole entry, looked up): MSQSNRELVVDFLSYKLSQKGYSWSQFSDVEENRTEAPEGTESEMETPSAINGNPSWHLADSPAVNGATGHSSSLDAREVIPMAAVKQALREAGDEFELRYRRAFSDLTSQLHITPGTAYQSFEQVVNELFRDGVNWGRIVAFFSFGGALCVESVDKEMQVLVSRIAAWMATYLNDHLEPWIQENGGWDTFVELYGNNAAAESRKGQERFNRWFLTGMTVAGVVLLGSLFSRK
# PAD4 FP inh – inhibitors of human PAD4; Q9UM07; recombinant PAD4, RCA probe fluorescence polarization; inhibition, % at 6.36 µM; 330,000 tested, 0.41% active;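 active = percent inhibition above a cutoff equal to the mean of all tested compounds plus 3 SD, cut at about 15% in these data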;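 note: 0% = PAD4 with RCA probe and DMSO and 100% = probe without PAD4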
# GLD-1 TGE inh – GLD-1-TGE RNA interaction inhibition (C. elegans). Q17339. purified GLD-1 + fluorescein TGE RNA, fluorescence polarization. 320,000 tested, 0.44% active. inhibition, % at 5.96 µM;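 active = percent inhibition above a per-plate cutoff, the plate mean of test compounds plus 3 SD, cut at about 30% in these data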;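 note: 0% = DMSO wells with GLD-1 and probe and 100% = wells lacking GLD-1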
# Target sequence (Q17339 whole entry, looked up): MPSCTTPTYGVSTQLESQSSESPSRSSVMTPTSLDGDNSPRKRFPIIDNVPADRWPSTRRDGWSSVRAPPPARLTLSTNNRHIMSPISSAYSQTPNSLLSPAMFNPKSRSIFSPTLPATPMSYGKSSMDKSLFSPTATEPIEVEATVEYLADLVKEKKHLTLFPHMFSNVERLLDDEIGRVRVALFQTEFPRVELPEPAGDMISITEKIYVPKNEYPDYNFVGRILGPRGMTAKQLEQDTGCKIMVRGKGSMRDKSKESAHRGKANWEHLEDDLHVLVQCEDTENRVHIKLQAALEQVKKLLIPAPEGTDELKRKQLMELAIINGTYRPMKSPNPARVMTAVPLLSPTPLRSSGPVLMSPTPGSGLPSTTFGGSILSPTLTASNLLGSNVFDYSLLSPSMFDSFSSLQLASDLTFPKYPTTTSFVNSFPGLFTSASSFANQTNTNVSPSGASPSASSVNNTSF
# Fam108B inh – Fam108B inhibition, counter-screen for RBBP9 inhibitors. recombinant Fam108B, FP-Rh probe fluorescence polarization. inhibition, % at 9.51 µM. 300,000 tested, 0.33% active. AID 1947;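 active = inhibition above the screen mean inhibition plus 3 SD, computed separately per campaign, cut at about 18% in these data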;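 note: inhibitors lower polarization as less probe binds the enzyme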
# GSTO1 counter – GSTO1 inhibition, counter-screen for RBBP9 inhibitors; P78417; recombinant GSTO1, activity-based probe fluorescence polarization; inhibition, % at 5.96 µM; 300,000 tested, 1.1% active; AID 1974;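 active = inhibition above the campaign mean inhibition plus 3 SD, cut at about 35% in these data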;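 note: 0% = GSTO1-1 with DMSO and 100% = wells lacking GSTO1-1 enzyme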
# The depositor's hits bear a star; nt = no result given.
SMILES,MEX-5 binding,PME-1 inh,TPT1 inh,MCL1-BIM inh,BCLXL inh,PAD4 FP inh,GLD-1 TGE inh,Fam108B inh,GSTO1 counter
CCCCN1CC(=O)N2[C@H](c3ccc(Cl)cc3)[C@@H]3C(=O)N(CC)C(=O)[C@@H]3[C@]2(Cc2ccccc2)C1=O,0.4,-1,-5,-1,0,-4,3,0,-1
O=C(N/N=C/c1cccnc1)c1cc(-c2ccccc2)nc2ccccc12,-3.3,-1,0,0,4,0,3,-3,-5
CCn1cc(C(=O)NCCCN2CC(C)CC(C)C2)c(=O)c2cc(S(=O)(=O)N(C)C3CCCCC3)ccc21 (stereo not drawn),1.1,33*,1,-1,3,1,-2,-10,1
CC(C)c1nnc(NC(=O)CCC(=O)N2CCN(C3CCCCC3)CC2)s1,0.8,-1,-2,3,-3,1,5,1,1
O=C(N/N=C/c1cn[nH]c1-c1ccccc1)c1ccco1,-3.1,-2,-3,-1,-2,1,6,-8,-3
Cc1ccc(/C=C/C(=O)c2ccc(O)cc2)cc1,0.9,-13,-4,0,-1,8,-1,-2,-12
Cc1c(NC(=O)CCN2C(=O)c3ccccc3C2=O)c(=O)n(-c2ccccc2)n1C,0.7,4,6,-2,1,-3,-4,1,1
CCCCNC(=S)NNC(=O)c1cc(-c2ccncc2)nc2ccccc12,0.6,3,-2,7,-1,1,3,-3,1
COC(=O)c1scc(C)c1NC(=O)/C=C/C(=O)O,-1.2,-2,-1,-1,0,0,5,-5,-7
CCOC(=O)C1CCN(C(=O)COC(=O)CSc2ccc(C(N)=O)cc2[N+](=O)[O-])CC1,0.1,3,-6,1,3,-4,2,2,3
Cc1ccc2c(Cl)cc(Cl)c(OCC(=O)Nc3ccc(C)c(S(=O)(=O)N(C)C)c3)c2n1,0.9,-1,-1,7,-2,-11,7,-2,3
NC(=O)C1CCCN(C(=O)c2cccc(S(=O)(=O)N(Cc3ccccc3)c3ccccc3)c2)C1 (stereo not drawn),nt,1,nt,-1,2,6,5,nt,nt
CCOc1ccc(NC(=O)c2ccco2)c([N+](=O)[O-])c1,1.2,-5,-2,10,11,3,-1,-1,8
COCCCNC(NC(=O)c1ccc(OC)cc1)C(Cl)(Cl)Cl (stereo not drawn),3.1,-2,-1,3,2,1,-2,5,-3
Cc1ccc(-c2nc(NCC3CCCO3)sc2C)cc1 (stereo not drawn),0.5,7,0,1,-2,2,8,-2,3
COCCNc1nnc(SCC(=O)Nc2nnc(-c3ccccc3)o2)s1,0.2,4,0,0,1,-1,3,-1,8
O=C1/C(=C/c2cccs2)N=C(c2cccs2)N1Nc1ccccc1,-6.8,-6,13,-34,-14,-5,18,-7,-12
O=C(NCc1ccccc1)c1cc(=O)[nH]c2ccccc12,0.7,-1,1,-1,2,-3,-2,3,-2
NC(=O)c1ccc(NC(=O)CCc2nc3sc4c(c3c(=O)[nH]2)CCCC4)cc1,-1.5,-7,1,-2,1,0,2,1,-20
Cc1c(NC(=O)CC2CC(C)OC2=O)c(=O)n(-c2ccccc2)n1C (stereo not drawn),-0.5,1,1,-2,-4,1,1,-4,12
CCC(O)CNC(=O)CCc1nnc(C2(c3ccc(Cl)cc3)CCC2)o1 (stereo not drawn),-0.9,1,-4,-8,2,-2,7,0,-4
CCCn1c(=O)c(F)cn(Cc2ccc(OC)c([N+](=O)[O-])c2)c1=O,0.5,-6,0,0,2,-1,4,1,-1
CN(C(=O)COC(=O)c1nc(-c2ccccc2)n(-c2ccccc2)n1)C1CCS(=O)(=O)C1 (stereo not drawn),-0.1,2,-1,0,-1,3,-2,-3,-13
Cc1cc(C(=O)NCc2ccccc2F)c2ccccc2n1,-2.4,-2,9,-4,2,-3,2,0,-5
Cc1ccc(NC(=O)C(=O)c2c(-c3ccccc3)cc3ccccn23)cc1S(=O)(=O)N1CCOCC1,2.6,3,-3,9,7,-1,4,-6,4

# An excerpt taken from the entries so far, as a working copy:
SMILES,MEX-5 binding,PME-1 inh,TPT1 inh,MCL1-BIM inh,BCLXL inh,PAD4 FP inh,GLD-1 TGE inh,Fam108B inh,GSTO1 counter
CCCCN1CC(=O)N2[C@H](c3ccc(Cl)cc3)[C@@H]3C(=O)N(CC)C(=O)[C@@H]3[C@]2(Cc2ccccc2)C1=O,0.4,-1,-5,-1,0,-4,3,0,-1
O=C(N/N=C/c1cccnc1)c1cc(-c2ccccc2)nc2ccccc12,-3.3,-1,0,0,4,0,3,-3,-5
CCn1cc(C(=O)NCCCN2CC(C)CC(C)C2)c(=O)c2cc(S(=O)(=O)N(C)C3CCCCC3)ccc21 (stereo not drawn),1.1,33*,1,-1,3,1,-2,-10,1
CC(C)c1nnc(NC(=O)CCC(=O)N2CCN(C3CCCCC3)CC2)s1,0.8,-1,-2,3,-3,1,5,1,1
O=C(N/N=C/c1cn[nH]c1-c1ccccc1)c1ccco1,-3.1,-2,-3,-1,-2,1,6,-8,-3
Cc1ccc(/C=C/C(=O)c2ccc(O)cc2)cc1,0.9,-13,-4,0,-1,8,-1,-2,-12
Cc1c(NC(=O)CCN2C(=O)c3ccccc3C2=O)c(=O)n(-c2ccccc2)n1C,0.7,4,6,-2,1,-3,-4,1,1
CCCCNC(=S)NNC(=O)c1cc(-c2ccncc2)nc2ccccc12,0.6,3,-2,7,-1,1,3,-3,1
COC(=O)c1scc(C)c1NC(=O)/C=C/C(=O)O,-1.2,-2,-1,-1,0,0,5,-5,-7
CCOC(=O)C1CCN(C(=O)COC(=O)CSc2ccc(C(N)=O)cc2[N+](=O)[O-])CC1,0.1,3,-6,1,3,-4,2,2,3
Cc1ccc2c(Cl)cc(Cl)c(OCC(=O)Nc3ccc(C)c(S(=O)(=O)N(C)C)c3)c2n1,0.9,-1,-1,7,-2,-11,7,-2,3
NC(=O)C1CCCN(C(=O)c2cccc(S(=O)(=O)N(Cc3ccccc3)c3ccccc3)c2)C1 (stereo not drawn),nt,1,nt,-1,2,6,5,nt,nt
CCOc1ccc(NC(=O)c2ccco2)c([N+](=O)[O-])c1,1.2,-5,-2,10,11,3,-1,-1,8
COCCCNC(NC(=O)c1ccc(OC)cc1)C(Cl)(Cl)Cl (stereo not drawn),3.1,-2,-1,3,2,1,-2,5,-3

# (further entries)
SMILES,MEX-5 binding,PME-1 inh,TPT1 inh,MCL1-BIM inh,BCLXL inh,PAD4 FP inh,GLD-1 TGE inh,Fam108B inh,GSTO1 counter
CC(NC(=O)CCC(=O)c1ccc(F)cc1)C1CC2CCC1C2 (stereo not drawn),-0.3,-1,0,-5,-1,-1,0,-1,8
COc1cc(OC)c(N(C)C(=O)c2cn(C)c(=O)c3cc(OC)c(OC)cc23)cc1Cl,4.6,-1,2,12,5,0,10,2,11
O=C(Nc1ccccc1)c1nn(-c2ccccc2)c(=O)cc1C(F)(F)F,-30*,-1,11,4,4,-4,-1,5,9
C=CCn1c(COc2ccc(Cl)cc2)nnc1SCC(=O)NCC(=O)OCC,-7.2,-4,1,-16,-18,0,3,3,9
CC1CCCCC1NC(=O)CCS(=O)(=O)c1ccc2c(c1)NC(=O)CS2 (stereo not drawn),2.1,2,6,9,6,-2,8,-2,0
CCOc1ccc(CCNC(=O)C2CCCN(S(C)(=O)=O)C2)cc1OCC (stereo not drawn),-1.0,0,-1,2,1,-2,0,2,6
CC(C)CC1NC(C(=O)O)Cc2c1[nH]c1ccccc21 (stereo not drawn),2.8,-3,0,13,14,0,3,-1,-2
CN(C)c1ccc(C(=O)OCc2ccc(Br)cc2)cc1,1.6,3,3,-2,1,3,3,0,5
COC(=O)c1ccccc1NC(=O)NCc1ccccn1,0.9,-1,-4,13,6,3,-4,-1,7
Cc1ccc(CNC(=O)c2ccc(N3CCC4(CC3)CC(c3cccc(Br)c3)=NO4)c(NC(=O)c3cccc(C)c3)c2)cc1,nt,-7,7,-25,-13,0,-11,-17,-3
CCOC(=O)c1cccc(NC(=O)CCS(=O)(=O)c2cccc3nsnc23)c1,-0.7,-4,0,-3,2,0,-4,0,1
O=S(CC(O)COCc1ccc(Cl)cc1)c1ccccn1 (stereo not drawn),-2.3,0,0,5,3,-3,0,-4,11
O=C(NC1CCN(Cc2ccccc2)CC1)C1CCN(S(=O)(=O)c2cccc([N+](=O)[O-])c2)CC1,-1.2,4,-4,0,5,5,1,2,3
CC1(C)CC(NC(=O)c2ccc(Br)o2)CC(C)(C)N1,0.9,4,-1,6,4,-5,-4,0,-2
CCOC(=O)CCc1c(C)nc(-n2[nH]c(C)c(CCO)c2=O)[nH]c1=O,-15,-6,0,6,6,-6,4,2,-3
COc1ccccc1CNC(=O)CCS(=O)(=O)c1cccc2nonc12,0.3,3,3,1,0,-7,1,-5,2
CCOC(=O)N1CCN(C(=O)CSc2nc3c(c(=O)n2-c2ccccc2OC)SCC3)CC1,-4.3,-4,3,0,4,-1,-4,1,-2
CC(C)(C)NC(=O)c1ccc(NC(=O)C2COc3ccccc3O2)cc1 (stereo not drawn),nt,-4,-3,3,-1,6,-1,2,-2
O=C(NCc1ccco1)c1cccc(-c2nnc(-c3ccccc3)o2)c1,1.0,5,-2,3,0,1,3,0,-2
CN(C)c1ccc(C(O)Cc2nc3ccccc3n2C)cc1 (stereo not drawn),-0.6,-2,1,4,7,-2,-83,3,-5
COc1ccccc1CCNC(=O)C1(C)CC1(Cl)Cl (stereo not drawn),0.6,-3,1,13,8,0,8,3,6
O=C(Nc1ccnc(=O)[nH]1)c1sc2ccccc2c1Cl,-1.4,-3,0,4,5,-2,-3,0,-5
CCOC(=O)c1c(C)[nH]c(C(=O)N/N=C\c2ccccc2O)c1C,-8.1,4,-1,16,11,4,11,19*,-11
COc1ccc(NC(=O)CC2COc3ccccc3O2)c(OC)c1 (stereo not drawn),-0.8,-6,-4,-3,-1,5,4,2,-3
CCCCNC(=S)NNC(=O)c1csc(C)c1CC,1.8,-1,4,-4,-3,2,7,4,2

# Continuation.
SMILES,MEX-5 binding,PME-1 inh,TPT1 inh,MCL1-BIM inh,BCLXL inh,PAD4 FP inh,GLD-1 TGE inh,Fam108B inh,GSTO1 counter
S=C(Nc1ccc(Nc2ccccc2)cc1)Nc1ccccn1,1.8,23,2,8,0,-3,-7,3,2
COc1cc(CNCCO)ccc1OC1CCCC1,1.6,1,-3,-5,-2,-1,3,-1,-8
COC(=O)C(NNc1ccccc1)(NC(=O)c1ccccc1F)C(F)(F)F (stereo not drawn),2.4,-3,-3,-6,5,-8,1,-1,-3
O=C(Nc1nnc(Cc2ccccc2F)s1)c1ccccc1Cl,-3.7,0,-1,2,3,1,1,2,-16
CCOC(=O)C1C(=O)CC(C)(O)C(C(=O)OCC)C1c1cccs1 (stereo not drawn),0.8,6,5,-2,-1,-4,-9,-1,1
COc1ccc(OC)c(CC(=O)Nc2ccc3c(c2)CCC3)c1,0.0,-10,4,-16,-2,-1,-6,-1,-1
CN(C)/C=C1\SC(=S)N(c2ccc(Br)cc2)C1=O,-4.7,-3,-29,176*,131*,-107,73*,4,-267
O=C(c1cc(S(=O)(=O)N2CCOCC2)ccc1Cl)N1CCN(c2ccccn2)CC1,0.5,1,-3,-8,3,-2,-10,-2,-4
Cc1csc(NC(=O)CSc2nnc(NC(=O)COc3ccc(Cl)cc3)s2)n1,-2.9,-24,2,-9,-4,-3,-7,-10,-10
COc1ccc2[nH]c(=O)c(C(c3nnnn3C(C)(C)C)N(Cc3ccco3)CC3CCCO3)cc2c1 (stereo not drawn),-1.5,4,-4,11,7,2,8,2,4

# Only part of the results is shown. The share of hits here may be higher or lower than overall.
